RmlCD inh 1536 = blocks M. tuberculosis RmlC and RmlD coupled enzymes | P9WH09+P9WH11 | RmlC+RmlD coupled enzyme assay, percent inhibition; primary screen in compound mixtures | inhibition, % at 3.6 µM | 0.03% of 160,000 active | AID 1533; in the data active = inhibition mostly above about 34%, no sharp cut-off; inconclusive = no clear call, values can overlap the other calls; inactive = mostly below about 22%; note: some results filed as inactive read as strong as hits
Target sequence (P9WH09 whole entry, looked up): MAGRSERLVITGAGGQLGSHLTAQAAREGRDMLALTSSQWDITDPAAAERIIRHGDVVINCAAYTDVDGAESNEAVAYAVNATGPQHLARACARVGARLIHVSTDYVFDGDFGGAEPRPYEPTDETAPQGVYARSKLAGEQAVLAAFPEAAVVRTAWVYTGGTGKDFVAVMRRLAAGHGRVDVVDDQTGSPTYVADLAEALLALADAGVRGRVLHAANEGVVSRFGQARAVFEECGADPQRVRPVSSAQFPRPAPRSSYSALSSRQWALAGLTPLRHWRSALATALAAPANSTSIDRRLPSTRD
Target sequence (P9WH11 whole entry, looked up): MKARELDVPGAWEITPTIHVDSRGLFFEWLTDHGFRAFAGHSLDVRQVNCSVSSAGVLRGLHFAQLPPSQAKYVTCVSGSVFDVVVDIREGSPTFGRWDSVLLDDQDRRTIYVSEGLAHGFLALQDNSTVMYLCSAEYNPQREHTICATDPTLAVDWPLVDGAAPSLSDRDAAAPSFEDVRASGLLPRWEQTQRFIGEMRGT
M. tuberculosis GlmU = inhibition of mycobacterial GlmU enzyme – biochemical, glucosamine-1-phosphate acetyltransferase (AID 1376) | inhibition, %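 (tested at 30 µM in the primary screen)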, or IC50 in µM where a hit was titrated | 0.25% of 220,000 active | M. tuberculosis GlmU acetyltransferase enzyme assay; higher % means a stronger effect; in the data active = inhibition above about 13%; inconclusive = no clear call, values can overlap the other calls;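 note: 0% = complete reaction with vehicle and 100% = reaction without substrate; strong numbers were not always called active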
* marks the source's active call; other numbers are inactive results; ? = inconclusive; nt = no result given. Only part of the results is shown; count on the stated rates, not on these rows.

SMILES	RmlCD inh 1536	M. tuberculosis GlmU
O=c1[nH]c(=O)n(Cc2ccc(F)cc2)c(O)c1C=Nc1ccc(Cl)cc1	2.1	-2.8%
O=C(Nn1c(-c2ccncc2)nc2ccccc2c1=O)c1ccc(Br)cc1	6.8	1.0%
COc1cccc2c1NC(C(=O)O)C1CC=CC21 (stereo not given)	6.8	60.8%*
Cc1cccc2cc(CN(Cc3cccnc3)C(=S)NCCCN(C)C)c(=O)[nH]c12	-16.4	-5.2%
c1ccc(Cn2nnc(-c3ccccc3)n2)cc1	nt	-0.6%
CCCNc1nc(N)nc(-c2cc(Cl)ccc2OC)n1	8.0	-3.2%
CCOC(=O)c1ccccc1NC(=O)/C=C/C(=O)O	4.7	2.4%
CCOCCCNC(=O)/C(C#N)=C/c1cc(C)c(O)c(C)c1	nt	-1.5%
COCCCN1CN=C(Nc2nc3ccccc3o2)NC1	-13.3	1.4%
COc1ccc2c(c1OC)C(=O)N1c3ccccc3COC21 (stereo not given)	nt	2.2%
COc1ccccc1Nc1nc(-c2cccc([N+](=O)[O-])c2)nc2ccccc12	nt	2.0%
CC1=NN(c2ccccc2)C(=O)C1C=Nc1ccccc1O (stereo not given)	nt	3.1%
CCOC(=O)c1cc2c(C)n(-c3ccc(OCC)cc3)c(C)c2cc(C(=O)OCC)c1=O	nt	0.0%
C=CCSC1=C(C#N)C(c2ccc(C(C)C)cc2)CC(=O)N1 (stereo not given)	-28.2	1.1%
Cc1cc(-c2ccc(/C=N/n3cnnc3)o2)c([N+](=O)[O-])cc1C	7.4	-3.8%
Cc1noc(NS(=O)(=O)c2ccc(NC(=O)C34CCC(CC3)C4)cc2)c1C	nt	1.5%
Cc1ccc(Nc2ccccc2N)cc1	nt	-7.7%
CN1/C(=c2/s/c(=C3/C(=O)N(c4ccccc4)NC3=Nc3ccccc3)n(C)c2=O)C(C)(C)c2ccccc21	nt	3.2%
COc1ccccc1C(c1nnnn1Cc1ccccc1)N1CCC(C(N)=O)CC1 (stereo not given)	nt	2.9%
COCCCN1C(=O)C(=O)/C(=C(/O)c2ccccc2)C1c1ccc2c(c1)OCO2 (stereo not given)	nt	-4.8%
CC(C)OCCCNC(=O)C(NC(=O)c1ccc(Cl)cc1)C(C)C (stereo not given)	19.8	0.9%
CCCCOc1ccc(-c2nnc(N)s2)cc1	nt	4.6%
CCCCNC(=O)N(O)C1N(CCCC)C(=O)N(CC(=O)OC)C1(C)C (stereo not given)	nt	0.5%
CCOc1cccc(/C(O)=C2/C(=O)C(=O)N(CCOC)C2c2ccc(C)o2)c1 (stereo not given)	1.0	-2.7%
CN(C)/C=C/C(=O)c1ccc(Cl)s1	nt	4.2%
CSc1nnc2c(n1)OC(c1cccn1C)N(C(C)=O)c1ccccc1-2 (stereo not given)	-6.1	-0.3%
Cc1csc2nc(CNC(=O)C3CCCCC3)cn12	-4.0	-0.2%
Cc1ccc(OS(=O)Nc2cccc3nccnc23)cc1 (stereo not given)	nt	2.0%
CCOc1ccc(S(=O)(=O)N(CCO)CCO)cc1-c1nc2c(C(C)(C)C)nn(C)c2c(=O)[nH]1	nt	0.9%
COc1ccc(-c2nc(CS(=O)CC(=O)NCCC3=CCCCC3)c(C)o2)cc1 (stereo not given)	11.7	2.3%
O=C(CCC1CCCCC1)Nc1nccs1	11.2	-0.8%
CCOc1cccc(=O)c2c(C)n(CC3CCCO3)c(C)c12 (stereo not given)	-7.1	-3.7%
Nc1ccc(NC(=O)c2ccccc2)c2c1C(=O)c1ccccc1C2=O	1.2	-1.2%
C[C@@H](C(=O)N[C@H](C(=O)O)c1ccccc1)n1nnc2ccccc2c1=O	nt	0.4%
Cc1ccc(NS(=O)(=O)c2ccc(OCC(=O)N3CCOCC3)cc2)cc1	0.8	0.5%
CCn1c(CNC(=O)C23CC4CC(CC(C4)C2)C3)nnc1SC	-8.8	0.9%
Cc1ccc(C)n1-c1ccc(N2CCOCC2)cc1	nt	3.2%
CCN1CCN(CC(O)COc2ccc3c(C)cc(=O)oc3c2)CC1 (stereo not given)	1.4	2.0%
CCOc1ccccc1C(=O)N1CCN(c2ccc(C(F)(F)F)cn2)CC1	0.1	2.4%
CCCCOc1ccc(S(=O)(=O)Nc2cccnc2)cc1	-9.3	0.8%
CC(=O)Nc1ccc2c3c(cccc13)C(=O)N(c1ccccc1)C2=O	4.8	-5.5%
Cc1ccccc1C(=NC(=O)c1ccccc1)c1ccccc1	8.4	-3.5%
CCS(=O)(=O)c1ccc2c(c1)N(S(=O)(=O)c1ccc(Cl)cc1)CC(C(=O)O)O2 (stereo not given)	5.7	-4.1%
O=C(O)c1cc(-n2nnnc2SCc2ccccc2F)ccc1Cl	nt	3.5%
CCc1ccc2c(c1)cc(CN(C(=S)Nc1ccc(Cl)cc1)C1CC1)c1nnnn12	17.4	-3.6%
CSc1nc2sc3c(c2c2nncn12)CCC3	nt	1.5%
N#Cc1ccccc1NC(=O)CSc1nnc(-c2ccccc2O)n1-c1ccccc1	-3.6	-0.8%
O=C(O/N=C1\CCS(=O)(=O)c2sccc21)c1c(F)cccc1F	-12.7	3.2%
C1=C2C[N+]3(CCCC3)CC2Cc2ccc3ccccc3c21 (stereo not given)	15.9	-2.3%
O=C(c1csc2ccccc12)n1cccn1	42.5	nt

The listing continues:
SMILES	RmlCD inh 1536	M. tuberculosis GlmU
CC(C)NC(=O)c1ccccc1NC(=O)Cc1ccc(Cl)cc1	nt	3.9%
Cn1c(=O)c2c(ncn2Cc2ccc(Cl)cc2)n(C)c1=O	nt	0.0%
O=C1NCCCC1C(=O)N/N=C/c1cccc(O)c1 (stereo not given)	6.2	0.3%
Cc1nc2ccccc2nc(C)c1=NOCC(=O)N(c1ccccc1)C(C)C	5.6	0.3%
C=CCN(CC=C)Cc1c[nH]c2ccccc12	nt	10.9%
CCNc1ccc(C(=O)OCC(=O)NCc2ccccc2Cl)cc1[N+](=O)[O-]	8.4	3.6%
COC(=O)CNC(=O)COC(=O)c1cc(SC)ccc1Cl	5.5	7.0%
C/C(Cl)=C\Cn1c(Nc2ccc(C)cc2)nc2c1c(=O)n(C)c(=O)n2C	21.3	3.3%
COc1ccc(S(=O)(=O)Nc2ccccc2C(N)=O)cc1OC	-7.1	-0.7%
CCC(C)NC(=O)C1CCCN(C(=O)Nc2ccc(F)cc2)C1 (stereo not given)	11.4	-0.4%
O=C(CS(=O)(=O)c1ccc(Cl)c(Cl)c1)Nc1ccccc1Cl	-5.1	-0.5%
C(=N\n1cnnc1)/c1cccc2ccccc12	nt	6.1%
CCc1nc(C)cn1S(=O)(=O)c1cc(C)c(OC)cc1C	-1.2	-4.0%
CCC(=O)Nc1ccc(C(=O)N/N=C/c2c(C)[nH]c3ccccc23)cc1	nt	5.0%
C/C(=N\NC(=O)C1COc2ccccc2O1)c1ccc(N2CCOCC2)cc1 (stereo not given)	nt	-2.1%
Cc1ccc(OCC(=O)Nc2ccc([N+](=O)[O-])cn2)cc1C	nt	-0.5%
Cc1ccc(NC(=O)CC2COc3ccccc3O2)cc1 (stereo not given)	2.6	-0.6%
c1ccc2sc(NC3=NCN(Cc4ccc5c(c4)OCO5)CN3)nc2c1	nt	0.9%
CCN(CC)c1ccc(N=Cc2ccc(N(CC)CC)cc2O)cc1	nt	-1.4%
c1ccc(CNc2nc3ccccc3n3cnnc23)nc1	-5.3	-6.3%
COc1ccc(NC(=O)c2cn(CCC#N)nc2-c2cc3ccccc3o2)cc1	9.7	-3.8%
CCN(CC)S(=O)(=O)c1ccc(Cl)c(C(=O)NCc2ccccc2Cl)c1	nt	-4.6%
COc1ccc(C(=O)N/N=C(\C)CC(=O)Nc2ccc(Cl)cn2)cc1	-3.6	2.6%
Cc1ccc(-n2cnc3sc(C)c(C)c3c2=O)cc1	0.7	3.6%
OCc1cn(-c2ccccc2)nc1-c1ccc2c(c1)OCCO2	nt	0.4%
C#CC(CC)(CC)NC(=O)NC1CCCCC1	nt	1.4%
Cc1cccc(C)c1N1CCN(S(=O)(=O)N2CCCCC2)CC1	-9.0	1.2%
c1ccc(Cc2noc(CN3CCN(C4CCc5ccccc5C4)CC3)n2)cc1 (stereo not given)	-7.7	0.4%
CCOC(=O)c1ccc(NC(=S)NCc2cccnc2)cc1	1.4	1.6%
Nc1ccc(S(=O)(=O)C(F)(F)F)cc1N	-10.6	-3.0%
O=C1NC(=O)C(Cc2cccs2)C(=O)N1	-3.3	5.1%
CCN(CC)c1ccc(NC(=O)CCS(=O)(=O)c2cccc3nsnc23)c(C)c1	-11.9	-0.6%
CC1(C)CCCC2=C1CC1C(=O)N(Cc3cccnc3)C(=O)C1C2 (stereo not given)	-6.2	6.7%
COc1cccc(/C=N/Nc2ncnc3scc(-c4ccccc4)c23)c1O	nt	4.2%
COc1ccc(N/C=C2\C(=O)c3c(sc(C)c3C)N(C)S2(=O)=O)cc1	-7.0	-1.4%
Cc1cccc(C(=O)N(C)c2nnc(-c3ccncc3)s2)c1	nt	2.7%
CC(C)N(CC(O)c1cccc([N+](=O)[O-])c1)C(C)C (stereo not given)	nt	4.5%
Cc1ccc(SC(C)C(=O)Nc2c(C)n(C)n(-c3ccccc3)c2=O)cc1 (stereo not given)	nt	6.3%
COc1cccc(C(=O)NCC(=O)OCC(=O)C(C)(C)C)c1	5.1	-2.4%
CCNC(=S)N(CCc1ccc(S(N)(=O)=O)cc1)C1CC(=O)N(c2ccccc2)C1=O (stereo not given)	-10.5	-1.3%
COCCCNc1ncnc2c1[nH]c1ccccc12	1.8	nt
c1cc(N2CCCC2)ccc1C(c1nnnn1C1CCCCC1)N1CCOCC1 (stereo not given)	nt	3.3%
CCS(=O)(=O)N1CCCC(C(=O)N2CCC3(CC2)OCCO3)C1 (stereo not given)	6.9	0.9%
CCOc1ccc2nc(NC(=O)CSc3nc(SC)ns3)sc2c1	nt	6.5%
Cc1ccsc1/C=N/N1CCOCC1	-10.3	6.8%
CC(C)N1C(=O)C2C(C(=O)NC3CCCCC3)C3C=CC2(O3)C1C(=O)NC1CCCC1 (stereo not given)	nt	2.3%
O=C(O)c1c(N2CCCCC2)ccc([N+](=O)[O-])c1N1CCCCC1	-9.6	-2.3%
Cc1ccc(Cn2cccc2/C=C2/C(=N)N3C=CSC3=NC2=O)cc1	nt	-6.5%
N#Cc1ccc(NC(=O)COC(=O)CCNS(=O)(=O)c2ccccc2)cc1	6.0	2.3%
CC(C)C(=O)N=C1SC2CS(=O)(=O)CC2N1Cc1ccccc1 (stereo not given)	5.3	1.6%

Three compounds out of the list, arranged by formula weight, lowest first.
SMILES	RmlCD inh 1536	M. tuberculosis GlmU
Cc1ccc(Cn2cccc2/C=C2/C(=N)N3C=CSC3=NC2=O)cc1	nt	-6.5%
c1cc(N2CCCC2)ccc1C(c1nnnn1C1CCCCC1)N1CCOCC1 (stereo not given)	nt	3.3%
CC(C)N1C(=O)C2C(C(=O)NC3CCCCC3)C3C=CC2(O3)C1C(=O)NC1CCCC1 (stereo not given)	nt	2.3%

Carrying on:
SMILES	RmlCD inh 1536	M. tuberculosis GlmU
CC(C)C[C@H](NC(=O)c1nc[nH]c1C(=O)N[C@@H](CCCCNC(=O)OC(C)(C)C)C(=O)OC(C)(C)C)C(=O)OC(C)(C)C	nt	1.5%
COc1ccccc1/C=C/C=N/NC(=O)c1cnccn1	-6.3	3.8%
C/C(CC(=O)Nc1ccc(OCc2ccccc2)cc1)=N\NC(=O)C(=O)Nc1ccccc1C	nt	5.2%
CC(=O)Nc1cccc(-n2nnc(SCC(N)=O)n2)c1	-11.8	-4.9%
Cc1ccc(C(C(=O)NC2CCCC2)N(Cc2cccs2)C(=O)c2csnn2)o1 (stereo not given)	nt	3.1%
O=Cc1ccc2noc(-c3ccc(F)cc3)c2c1	16.3	-4.4%
CSc1ccc(-c2nc(CSCC(=O)N3CCOCC3)c(C)o2)cc1	?	10.3%
CCOC(=O)Nc1ccc(S(=O)(=O)N2CCC(C)CC2)cc1	-12.7	2.9%
CCSc1nc(-c2ccc(OC)cc2)n(-c2nc3ccccc3s2)n1	12.5	3.9%
O=C(CN1CCCCC1)N=Nc1c(O)[nH]c2ccccc12	nt	-1.0%

Reprinted from the part before: 6 compounds; new compounds follow.
SMILES	RmlCD inh 1536	M. tuberculosis GlmU
Cc1ccc(C(C(=O)NC2CCCC2)N(Cc2cccs2)C(=O)c2csnn2)o1 (stereo not given)	nt	3.1%
O=Cc1ccc2noc(-c3ccc(F)cc3)c2c1	16.3	-4.4%
CSc1ccc(-c2nc(CSCC(=O)N3CCOCC3)c(C)o2)cc1	?	10.3%
CCOC(=O)Nc1ccc(S(=O)(=O)N2CCC(C)CC2)cc1	-12.7	2.9%
CCSc1nc(-c2ccc(OC)cc2)n(-c2nc3ccccc3s2)n1	12.5	3.9%
O=C(CN1CCCCC1)N=Nc1c(O)[nH]c2ccccc12	nt	-1.0%
Cc1cnc(C(=O)Nc2nnc(C(C)C)s2)cn1	3.9	-2.5%
Cc1cccc(-n2ncc3c(NC4CCCCC4)ncnc32)c1	-5.5	-6.5%
Cc1cc(C(=O)COC(=O)c2cc(Cl)ccc2N)c(C)n1Cc1ccco1	2.5	3.0%
COc1ccc(OC)c(S(=O)(=O)NCCC2=CCCCC2)c1	?	-6.6%
O=C1C2CCCCC2C(=O)N1c1ccc(NC2CCN(Cc3ccccc3)CC2)c([N+](=O)[O-])c1 (stereo not given)	-16.4	-6.6%
Cc1ccc(NC(=S)N(CCCN(C)C)Cc2cc3cc4c(cc3[nH]c2=O)OCO4)c(C)c1	9.2	-7.3%
Cc1c(C=O)c2ccccn2c1C(=O)c1ccccc1	nt	6.7%
Cc1ccc(-n2c(Cc3ccccc3)n[nH]c2=S)c(C)c1	5.5	0.8%
Cc1ccccc1Nc1nc(-c2sc(NC(=O)c3ccc([N+](=O)[O-])cc3)nc2C)cs1	11.4	-2.4%
CC1CCN(c2c(NCc3ccc(C(=O)N(C)C4CCCCC4)cc3)c(=O)c2=O)CC1	nt	-9.6%
Nc1nc2c(s1)C(=O)CCC2	nt	-3.6%
